Assay outcomes as filed in PubChem.
CSM14.1 death rescue – rescue of cells from ER stress-induced death, primary screen, 384-well, CSM14.1, thapsigargin, ATP luminescence (AID 1222); CSM14.1 thapsigargin-induced death rescue, ATP luminescence; higher % means a stronger effect; one-dose cellular ATP content (survival), % at 20 µM; EC50 in µM for titrated hits; 190,000 tested, under 10 active;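 active = EC50 below 50 µM in the dose-response confirmation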;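 note: death triggered by thapsigargin at about 15 µM added after 2 h compound pretreatment; cell ATP read after overnight thapsigargin exposure of roughly 18 to 22 hours; normalized against plate controls of thapsigargin alone and 5% DMSO vehicle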
GPR55 beta-arrestin – GPR55 agonists via beta-arrestin recruitment, primary screen, imaging, U2OS cells, beta-arrestin-GFP redistribution (AID 1961); U2OS GPR55 beta-arrestin-GFP redistribution imaging; higher % means a stronger effect; activation, % at 10 µM, or EC50 in µM where a hit was titrated; 0.048% of 290,000 active;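 active = activation above 40% with more than 50 cells counted in the well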;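 note: U2OS osteosarcoma cells stably expressing GPR55 and beta-arrestin-GFP; plate controls were DMSO negative control for no effect and LPI positive control for full effect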
NTR1 ag – NTR1-driven beta-arrestin-GFP spot formation – imaging, U2OS cells, high content, primary screen (AID 493036). activation, % at 20 µM. P30989. agonist mode. 0.17% of 330,000 active;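 active = activation at or above 40% of the spot to cytoplasm intensity ratio, with at least 20 cells analyzed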;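 note: 0% = DMSO without peptide and 100% = 100 nM NTR1 peptide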
Target sequence (P30989 whole entry, looked up): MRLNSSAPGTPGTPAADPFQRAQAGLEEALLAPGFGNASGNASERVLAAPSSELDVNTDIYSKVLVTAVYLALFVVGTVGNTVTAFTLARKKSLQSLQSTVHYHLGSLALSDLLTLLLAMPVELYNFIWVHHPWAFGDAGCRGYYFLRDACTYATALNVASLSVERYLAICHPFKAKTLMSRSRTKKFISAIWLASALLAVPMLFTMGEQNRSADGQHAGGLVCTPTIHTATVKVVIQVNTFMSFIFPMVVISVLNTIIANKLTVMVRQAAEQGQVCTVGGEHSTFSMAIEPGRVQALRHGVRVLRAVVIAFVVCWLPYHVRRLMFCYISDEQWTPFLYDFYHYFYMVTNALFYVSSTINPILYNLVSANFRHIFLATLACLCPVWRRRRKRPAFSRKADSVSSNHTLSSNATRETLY
TNAP activators – human TNAP enzyme activators, primary screen, biochemical, luminescent, no phosphate acceptor, uHTS (AID 1001); purified TNAP, luminescent activation assay, no phosphate acceptor; higher activation fold means a stronger effect; one-dose activation fold at 20 µM; EC50 in µM for titrated hits; 0.03% of 200,000 active; in the data active = activation fold from about 3, or a potency from the dose series; inactive = the rest, 99 in 100 with activation fold below about 1.6; note: many of its hits are not listed in these tables
NOD2 inhibition – inhibition of NOD2-driven NF-kB reporter – cell-based, luminescence, uHTS, HEK293 (AID 1566); HEK293 NOD2/NF-kB luciferase reporter, luminescence; higher % means a stronger effect; inhibition, % at 4 µM; hits with a dose series show EC50 in µM; 0.63% of 290,000 active; note: many of its hits are not listed in these tables
Yfh1-off respiration – mitochondrial function rescue without frataxin homolog – Friedreich's ataxia, plus single-dose screen, dose response (AID 1465); fold induction at 50 µM, or EC50 in µM where a hit was titrated; S. cerevisiae Yfh1-off respiration, WST-1 reduction, 72 h; higher fold induction means a stronger effect; 0.074% of 220,000 active;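 active = fold induction of absorbance versus untreated yeast above a set limit, then at least 30% activation at any dose in follow-up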;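 note: activators that raise dye reduction in frataxin-depleted yeast; strong numbers were not always called active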
KOR beta-arrestin-1 – kappa opioid receptor blockers – cell-based, luminescence, uHTS (AID 1778). KOR beta-arrestin recruitment, luminescence, antagonist mode; higher % means a stronger effect. one-dose inhibition, % at 10 µM; IC50 in µM for titrated hits. 0.091% of 290,000 active; note: strong numbers were not always called active
KOR beta-arrestin-2 – KOR agonists, beta-arrestin recruitment, primary screen, cell-based, luminescence, uHTS (AID 1777). one-dose activation, % at 10 µM; EC50 in µM for titrated hits. 0.02% of 280,000 active. KOR beta-arrestin recruitment, luminescence; higher % means a stronger effect; in the data active = activation above about 50%, passing the limit was not always enough; note: a part of the inactive calls stands beside numbers as strong as those of hits
NOD1 NF-kB reporter – NOD1 signaling inhibitors, primary screen, cell-based, luminescence, uHTS (AID 1578); inhibition, % at 4 µM; hits with a dose series show EC50 in µM; NOD1-driven NF-kB luciferase reporter cells, luminescence; higher % means a stronger effect; 1% of 290,000 active; in the data active = inhibition mostly above about 36%, no sharp cut-off; inactive = mostly below about 34%;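 note: HEK-293T reporter cells stimulated with the NOD1 agonist gamma-tri-DAP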
NTR1 ag cell count 20 µM – also measured in NTR1 ag; calls as there; cell count; measured here: cell count, cytotoxicity flag
An asterisk follows results filed as active; i = inactive; . = not tested or not shown; [ ] = dose if it differs, or a comment. Cut-off read from the data, not from the text of the source, unless noted: active = inhibition above about 50%; inactive = the rest.

Compound,CSM14.1 death rescue,GPR55 beta-arrestin,NTR1 ag,NTR1 ag cell count 20 µM,TNAP activators,NOD2 inhibition,Yfh1-off respiration,KOR beta-arrestin-1,KOR beta-arrestin-2,NOD1 NF-kB reporter
CSc1ccccc1NC(=O)c1ccc([N+](=O)[O-])cc1,-1.9%,0.5%,-1.4,63,1,4%,i,-14%,1.1%,-42%
O=C(NCc1ccc(F)cc1)C1CCC(CNS(=O)(=O)c2cccs2)CC1 (configuration not stated),.,-0.1%,14,43,.,16%,.,-59%,7.7%,43%
CCN1CCN(c2nc(-c3cccs3)nc3ccccc23)CC1,-1.8%,-0.1%,0.1,68,1.2,-1%,i,-27%,-2.5%,8%
CCOC(=O)N1CCC(NC(=O)CC(NS(=O)(=O)c2ccc(Cl)cc2)c2ccco2)CC1 (configuration not stated),.,-0.2%,-0.7,49,1.1,14%,.,21%,-2.6%,-4%
CN(C)C(=O)c1ccc(Oc2ccc(C(=O)N(C)C)cc2)cc1,-0.6%,0.0%,-0.1,55,1.2,8%,i,2%,3.0%,-11%
O=C(Cn1nnc(-c2ccccc2Cl)n1)N1CCN(S(=O)(=O)c2ccc(Cl)cc2)CC1,-0.2%,0.0%,1.8,57,1.1,2%,i,-6%,1.0%,-2%
O=C1CC(NC(=O)c2ccc(Cl)cc2)C(=O)N1 (configuration not stated),.,0.0%,1.0,97,.,-16%,.,-34%,3.7%,-10%
O=c1[nH]c(SCc2ccccc2)nc2[nH]ncc12,0.5%,-0.2%,-0.1,76,1.2,0%,i,12%,-3.1%,-16%
CCN1CCN(CCCNC(=O)c2ccc(CS(=O)c3ccc(Br)cc3)o2)CC1 (configuration not stated),.,-0.1%,-0.9,63,.,19%,.,-2%,0.3%,-2%
O=C(N/N=C/c1c(O)n(-c2ccc(Cl)cn2)c(=O)c2ccccc12)c1ccncc1,-1.4%,-0.1%,1.0,59,1.2,-16%,>100µM*,7%,-3.3%,-34%
CC(=O)CC(=O)NC1C2CC3CC(C2)CC1C3 (configuration not stated),-0.1%,-0.2%,-2.5,56,1.1,0%,.,-40%,-3.5%,2%
CCn1cc(C(=O)N2CCc3ccccc32)c(=O)c2cc(S(=O)(=O)N3CC(C)CC(C)C3)ccc21 (configuration not stated),2.1%,0.1%,0.4,59,1,11%,i,15%,1.8%,-8%
CC(C)C(NC(=O)CCN1C(=O)c2ccccc2C1=O)c1ccccc1 (configuration not stated),.,-0.1%,0.8,42,.,0%,.,5%[20 µM],-8.0%,15%
O=C(CCCc1nc2ccccc2s1)Nc1ccccc1,1.0%,-0.3%,1.7,60,1.1,5%,.,-13%,-0.8%,-14%
O=C(COc1ccc2ccccc2c1)Nc1ccc(S(=O)(=O)N2CCCCCC2)cc1,1.2%,-0.1%,8.0,62,1.1,-8%,i,36%,0.4%,-4%
Cc1c(Cl)cnc(NC(=O)COC(=O)CCS(=O)(=O)c2ccccc2)c1Cl,-0.8%,-0.3%,2.9,75,1.1,16%,i,-19%,-2.3%,.
COC(=O)c1cc2occc2n1Cc1nc(-c2ccccc2C)oc1C,-4.5%,0.7%,-3.3,84,1.1,-8%,.,-4%,2.9%,-14%
Cc1occc1-c1nnc(-c2cc([N+](=O)[O-])cc([N+](=O)[O-])c2)o1,-0.2%,0.0%,4.6,37,1.1,-35%,i,4%[20 µM],-6.3%,-28%
COc1cccc(C(=O)O/N=C(\N)c2ccc(C)cc2)c1,.,0.0%,0.1,108,.,-59%,.,-26%,-3.2%,-8%
CCOc1ccc(/C=C/C(=O)c2ccccc2)cc1OC,-1.4%,0.3%,0.9,56,1.1,5%,i,-30%,-1.3%,-38%
FC(F)(Cl)c1nnc2ccc(Sc3ccccn3)nn12,.,-0.2%,-0.9,47,1.1,34%,i,-4%,-3.5%,2%
CCCC(=O)NC(c1ccccc1OC)c1ccc2cccnc2c1O (configuration not stated),10%,-0.1%,5.8,50,1.1,43%,i,-16%,-1.3%,-35%
CCCCNC(=O)C(=O)NCc1ccncc1,.,-0.1%,-0.8,33,.,-5%,i,6%,2.3%,-10%
Cc1c(CN(C)C)c2c(n1Cc1ccccc1)C(=O)c1ccc(Br)cc1-2,3.4%,-0.1%,12,62,1,18%,i,15%,-5.7%,24%

Record cards, as listed above.
CCCC(=O)NC(c1ccccc1OC)c1ccc2cccnc2c1O (configuration not stated) across the screens: CSM14.1 death rescue: 10%; GPR55 beta-arrestin: -0.1%; NTR1 ag: 5.8; NTR1 ag cell count 20 µM: 50; TNAP activators: 1.1; NOD2 inhibition: 43%; Yfh1-off respiration: i; KOR beta-arrestin-1: -16%; KOR beta-arrestin-2: -1.3%; NOD1 NF-kB reporter: -35%
CCCCNC(=O)C(=O)NCc1ccncc1 across the screens: CSM14.1 death rescue: .; GPR55 beta-arrestin: -0.1%; NTR1 ag: -0.8; NTR1 ag cell count 20 µM: 33; TNAP activators: .; NOD2 inhibition: -5%; Yfh1-off respiration: i; KOR beta-arrestin-1: 6%; KOR beta-arrestin-2: 2.3%; NOD1 NF-kB reporter: -10%

Next part.
Compound,CSM14.1 death rescue,GPR55 beta-arrestin,NTR1 ag,NTR1 ag cell count 20 µM,TNAP activators,NOD2 inhibition,Yfh1-off respiration,KOR beta-arrestin-1,KOR beta-arrestin-2,NOD1 NF-kB reporter
NNC(=O)c1ccccc1OCCOc1ccccc1,.,-0.4%,-1.3,61,.,18%,.,-38%,1.9%,9%
Cc1ccccc1-c1nn(-c2ccc(F)cc2F)cc1CNC1CC1,-0.5%,0.0%,-1.5,81,1.1,-16%,i,-15%,-2.3%,-21%
O=C(NCCc1c[nH]c2ccccc12)/C(=C\c1cccnc1)NC(=O)c1ccco1,-0.4%,-0.3%,-0.2,42,1.1,6%,i,-17%,-2.1%,-18%
CSC1=N/C(=C/c2cccnc2)C(=O)N1Cc1ccccc1,.,0.3%,3.1,47,.,5%,i,-2%,5.5%,2%
Cc1cc(C)c[n+](C(C)C(=O)c2ccc(Cl)cc2)c1 (configuration not stated),.,-0.2%,0.2,58,.,-5%,.,-7%,0.6%,-23%
CN(C)/C=N/c1nc(-c2ccc3ccccc3c2)cs1,.,0.0%,1.1,88,.,-124%,.,-21%,-0.4%,1%
c1ccc(Cn2ccnc2-c2ccco2)cc1,1.1%,-0.2%,-0.8,75,1.1,-9%,.,3%,2.6%,-54%
CN(c1ccc(OCC(=O)OCC(=O)c2c(N)n(C)c(=O)n(C)c2=O)cc1)S(=O)(=O)c1ccc2ccccc2c1,-1.7%,-0.5%,1.7,57,1.1,18%,i,-19%,0.1%,-36%
CCCCCOc1ccc(C(=O)Nc2ccc(S(=O)(=O)Nc3cc(C)on3)cc2)cc1,.,0.0%,1.7,50,.,31%,.,-33%,-3.8%,25%
CC(=O)c1cc(O)c2ccccc2c1O,.,0.0%,-1.0,51,.,3%,i,16%,0.4%,2%
CCN(CC)c1ccc(/C=N/NC(=O)Nc2nonc2N)cc1,-0.8%,0.2%,1.1,61,1,-32%,i,-23%,3.9%,59%*
C=CCSc1nccc(=O)[nH]1,-1.0%,0.2%,-0.7,59,1.1,-2%,i,-6%,2.7%,-16%
CCN(CC)CCCNC(=O)c1[nH]c2ccccc2c1Sc1ccc(Cl)cc1,.,0.8%,5.7,81,.,12%,.,39%,-4.0%,5%
CCOC(=O)CC(=O)N/N=C/c1c(N)n(C)c(=O)n(C)c1=O,-2.3%,-0.4%,0.6,45,1.1,1%,i,0%,8.8%,-9%
COc1cc(OC)c(OC)cc1CN1CCN(C(=O)c2cccc3ccccc23)CC1,.,0.9%,0.1,60,.,18%,.,-11%,-4.3%,-9%
CCOc1ccccc1C(=O)Nc1cc2c(cc1N1CCCC1)n(CC)c(=O)n2CC,.,0.0%,13,61,.,23%,.,8%,1.1%,48%
COc1cccc(NC(=O)c2cncs2)c1,.,0.0%,-0.7,77,.,-8%,.,-8%,-0.6%,-9%
O=[N+]([O-])c1ccc(Nc2ccc(Cl)cc2)nc1,1.1%,-0.1%,0.9,23,0.9,-26%,i,-10%[20 µM],.,-44%
CC1CN(C(=O)c2ccc3c(c2)OCO3)OC(c2ccccc2)O1 (configuration not stated),-1.1%,0.6%,0.6,54,1.1,15%,i,-2%,6.8%,-2%
CCN(CC)C(=O)c1ccc(-c2nnc(Nc3ccc(C(=O)N(C)C)cc3)c3ccccc23)cc1,.,-0.1%,0.2,54,.,19%,.,-15%[20 µM],-0.4%,38%
Cc1ccc(C(=O)Oc2cc(N)n(S(=O)(=O)c3ccc(F)cc3)n2)cc1,.,-0.2%,1.9,43,.,5%,.,-9%,-5.1%,-24%
CN(Cc1nc(CC2CC2)no1)CC12CC3CC(CC(C3)C1)C2,-1.9%,-0.1%,1.9,107,1,15%,i,1%,-1.2%,-24%
CCOC(=O)CNC(=O)C1c2ccccc2Oc2ccccc21,.,-0.3%,-0.6,67,.,5%,.,-35%[20 µM],5.0%,2%
CCN(CC)CCNC(=O)Cn1cnc2sc(C)c(S(=O)(=O)N3CC(C)CC(C)C3)c2c1=O (configuration not stated),.,-0.1%,-1.3,63,.,6%,.,2%,-3.6%,27%
Clc1ccc2c(N/N=C/c3cccnc3)ccnc2c1,1.3%,0.1%,6.7,28,1,-2%,i,-10%,5.0%,-23%
CC(C)CC(=O)CC1(O)C(=O)Nc2ccccc21 (configuration not stated),-0.8%,0.2%,-1.2,34,1,-7%,i,-18%[20 µM],.,-31%
CC(=O)NC(NC(=S)N1CCCCCC1)C(Cl)(Cl)Cl (configuration not stated),-1.4%,0.5%,0.7,85,1.1,-1%,i,8%[20 µM],-2.1%,-13%
O=C(CSc1nnc(-c2ccccc2Br)o1)N1CCN(C(=O)c2ccco2)CC1,.,-0.2%,-0.2,47,1.1,0%,i,-38%,-0.5%,14%
CCCOc1ccc(C2C3=C(Nc4nc(N)[nH]c(=O)c42)c2ccccc2C3=O)cc1 (configuration not stated),.,0.0%,4.1,56,.,7%,i,28%,-2.1%,-1%
O=C(OCCN1C(=O)c2ccccc2C1=O)Oc1ccccc1,.,-0.2%,-0.1,63,.,22%,.,-24%,-1.7%,-11%
COc1ccc(-n2nc(C(=O)NCC(=O)N3CCC(C)CC3)c3ccccc3c2=O)c(OC)c1,.,-0.2%,-0.3,56,.,-37%,.,-11%,-5.2%,-51%
CC(C)(C)c1ccc(-c2nnc(NC(=O)c3ccccc3)s2)cc1,2.2%,0.2%,5.6,37,1,2%,i,14%,0.6%,29%
O=C(O)[C@@H]1CCCN1C(=O)COc1ccc2c3c(c(=O)oc2c1)CCC3,.,-0.1%,3.5,82,.,12%,.,10%[20 µM],-5.5%,-6%
O=C(N/N=C/C1CC=CCC1)c1cc(-c2cccnc2)nc2ccccc12 (configuration not stated),-0.1%,-0.4%,-2.6,87,1,8%,i,5%,-1.3%,-30%
COc1ccc(Br)cc1CNC(=O)c1ccc2c(c1)N(C)CCS2,.,-0.1%,-1.7,53,.,-18%,.,-68%[20 µM],4.3%,16%
Fc1ccc(-n2c(-c3cc(C4CC4)[nH]n3)n[nH]c2=S)cc1Cl,.,0.3%,-0.8,60,.,21%,i,-13%,0.2%,3%

Only part of the results is shown; the hit share may differ from the screen's.
